IL-1B inflam inh: qHTS for Inhibitors of Inflammasome Signaling: IL-1-beta AlphaLISA Primary Screen | THP-1 LPS/ATP IL-1B secretion, AlphaLISA, 16 h; hits give low values | activity change, % at 57.5 µM | 4.7% of 360,000 active | AID 743279, 2014; in the data active = activity change below about -50%; inconclusive = mostly about -30% to -49%; note: % is set by controls: 0 for no effect and ±100 for the full control effect
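Secreted IL-1B measured by AlphaLISA bead assay after 16 h compound exposure of THP-1 cells; compounds (final up to 57.5 uM) added 1 h before LPS (250 ng/mL) and ATP (1.25 mM) stimulation; lower signal means less secretion.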
MCF10A rerep: A quantitative high throughput screen for small molecules that induce DNA re-replication in MCF 10a normal breast cells | MCF 10A DNA re-replication, Hoechst nuclear intensity, 48 h | Potency, µM (titrated, usually from 46.1 µM), for inactives: top-dose activity, positive = re-replication, actives largely listed as activators | 2.9% of 350,000 active; note: potency is the fitted concentration of half-maximal effect; % of control where 0% means no effect; nearly all actives have a fitted effect of over 50% in size
ATXN2 expr inh: Primary qHTS for Inhibitors of ATXN expression. Potency, µM (titrated, usually from 57 µM), for the others: at the highest dose activity change, negative = inhibition, usual class: inhibitors. 0.72% of 360,000 active. HEK-293 ATXN2-luciferase reporter, luminescence, 24 h. AID 1745845, 2022; note: potency is the fitted concentration of half-maximal effect; % is set by controls: 0 for no effect and ±100 for the full control effect; nearly all actives have a fitted effect of over 55% in size
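qHTS (up to 57 uM final) was run with 24 h compound exposure of reporter cells at 37 °C. Each well was multiplexed: SteadyGlo luminescence measured ATXN2-luciferase expression after a fluorogenic Gly-Phe-AFC viability readout (25 uM final).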
HT1080 IDH1KD tx: qHTS for induction of synthetic lethality in tumor cells producing 2HG: qHTS for the HT-1080-IDH1KD cell line; Potency, µM (titrated, usually from 46.1 µM), without a hit: at the top dose activity, negative = toxicity, usual class: cytotoxic; HT-1080 IDH1 knockdown viability, ATP luminescence, 48 h; 2% of 360,000 active;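 note: potency is the fitted concentration of half-maximal effect; 0% = DMSO wells and -100% = cell-free medium wells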
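Luminescent ATP read-out (CellTiter-Glo, 10 min at room temperature) after 48 h compound exposure at 37 °C gave viability of IDH1-knockdown HT-1080 cells. Activity was normalised to DMSO and cell-free wells, then fitted as concentration-response curves.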
SW480 rereplic: A quantitative high throughput screen for small molecules that induce DNA re-replication in SW480 colon adenocarcinoma cells; SW480 DNA re-replication, Hoechst DNA content imaging, 48 h; Potency, µM (doses to about 46.1 µM), for the others: at the top dose re-replication activation, hits mostly activators; 1.8% of 340,000 active; note: potency is the fitted concentration of half-maximal effect; % of control where 0% means no effect; nearly all actives have a fitted effect of over 55% in size
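Compounds, transferred as 23 nL by pin tool, were incubated with cells for 48 hr; DNA content per nucleus was then quantified by Hoechst staining and fluorescence plate imaging.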
HT1080-NT tox: qHTS for induction of synthetic lethality in tumor cells producing 2HG: qHTS for the HT-1080-NT fibrosarcoma cell line | HT-1080-NT fibrosarcoma viability, CellTiter-Glo ATP luminescence, 48 h | Potency, µM (series often up to 46.1 µM), without a hit: top-dose activity, negative = less viability, hits mostly cytotoxic | 1.6% of 360,000 active | AID 686970, 2013;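 note: NT is the 2HG producing partner of a matched IDH1 knockdown line; potency is the fitted concentration of half-maximal effect; 0% = DMSO-treated cells and -100% = media-only wells without cells; nearly all actives have a fitted effect of over 55% in size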
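HT-1080-NT fibrosarcoma cells (2HG-overproducing), 750 cells/well in RPMI with 5% FBS, dosed after 2 h and incubated 48 h at 37C. CellTiter-Glo luminescence normalized to DMSO and no-cell wells; concentration-response curves fitted and classed.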
KB-3-1 cytotox: qHTS assay for MDR1-selective chemotherapeutics: Primary screen using the parental adenocarcinoma cell KB-3-1; KB-3-1 viability, CellTiter-Glo ATP luminescence, 72 h; Potency, µM (doses to about 46.1 µM), for the others: top-dose activity change, negative = cytotoxic, actives largely listed as cytotoxic; 1.4% of 400,000 active; note: potency is the fitted concentration of half-maximal effect; % is set by controls: 0 for no effect and ±100 for the full control effect; nearly all actives have a fitted effect of over 60% in size
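Cytotoxicity measured as CellTiter-Glo luminescence after 72 h at 37 C. Compound titrations were pinned onto drug-naive KB-3-1 parental adenocarcinoma cells grown in DMEM with 10% FBS, and normalized data fitted to concentration-response curves.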
HepG2 tox: qHTS for Inhibitors of TGF-b: Cytotox Counterscreen. 0.76% of 410,000 active. Potency, µM (highest dose often 46.1 µM), for the others: at the top dose activity change, negative = cytotoxicity, actives largely listed as cytotoxic. HepG2 CAGA-GFP viability, ATP luminescence, 18 h; note: potency is the fitted concentration of half-maximal effect; some results filed as inactive show a strong effect at the top dose
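CellTiter-Glo luminescence gave cytotoxicity after 18 hours at 37 degrees C. The cells were HepG2 CAGA-GFP in 1% FBS DMEM, stimulated with 500 pg/mL TGF-beta after compound addition. %Activity was normalised to no-cell wells (complete cell-killing) and DMSO (no toxicity), and curves were fitted and classified.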
ATXN viability: Viability Counterscreen for Primary qHTS for Inhibitors of ATXN expression; AID 651635, 2014; Potency, µM (series often up to 56.7 µM), hits mostly cytotoxic; S2 cells (HEK-293 line with an ATXN2-luciferase reporter) viability, CellTiter-Fluor protease fluorescence, 24 h; 0.49% of 400,000 active; note: potency is the fitted concentration of half-maximal effect; nearly all actives have a fitted effect of over 40% in size
The depositor's hits bear a star; i = inactive; ? = inconclusive; nt = not tested or not shown; & = joins results of further samples; [ ] = another dose, or the depositor's remark. Unless noted, calls come from the whole dose curve; as a rule, active = well fitted curve in the direction sought with a large enough effect; inconclusive = small, poorly fitted or top-dose-only effect, or another doubt; inactive = no such curve, though single readings can be large; an effect the other way counts as inactive or inconclusive.

SMILES	IL-1B inflam inh	MCF10A rerep	ATXN2 expr inh	HT1080 IDH1KD tx	SW480 rereplic	HT1080-NT tox	KB-3-1 cytotox	HepG2 tox	ATXN viability
Cc1occc1C(=O)NNC(=S)NC(=O)COc1ccc(Cl)cc1Cl	7	?	-10%	-19%	-5%	0%	?	-3%	i
CS(=O)(=O)N(CC(=O)N1CCCCCC1)c1ccc2c(c1)OCCO2	0	8%	6%	-11%	1%	-30%	-11%	-4%	i
O=C(Nc1cccnc1)c1cccc(-c2cc3ccccc3oc2=O)c1	20	?	20%	11%	20%	11%	0%	-12%	i
CC(=O)NNc1ncnc2ccccc12	25	0%	nt	2%	-115%[inhibitor]	0%	0%	1%	i
COc1cccc(-c2csc(NC(=O)Nc3ccccc3)n2)c1	-22	?	?	-29%	-7%	?	-9%	-49%	i
CC(CNC(=O)Cn1c(-c2cccs2)cc2cc(Cl)ccc21)c1ccccc1 (stereo not given)	nt	nt	-11%	nt	nt	nt	0%	-15%	i
CCOc1ccc(/C=C/C(=O)c2c(O)c3ccccc3oc2=O)cc1	-6	?	14%	?	?	-12%	2%	-2%	i
CC(C)n1nc(C(=O)NCCc2ccc(S(N)(=O)=O)cc2)c2ccccc2c1=O	8	-1%	-22%	-1%	0%	-4%	2%	4%	i
COc1ccc(NC(=O)Cn2nnc(C(=O)NCc3ccco3)c2N)cc1	1	-7%	nt	-7%	-6%	-4%	-2%	2%	i
COC(=O)c1cccc(NC(=O)/C(=C\c2ccco2)NC(=O)c2ccco2)c1	-9	nt	nt	5%	nt	3%	-1%	-12%	i
COc1ccc(CSCCc2n[nH]c(=S)n2-c2ccccc2)cc1	53	0%	-17%	1%	-2%	1%	-20%	1%	?
CN1CCN(C(=O)c2ccc(CNS(=O)(=O)c3ccc(F)c(Cl)c3)cc2)CC1	-8	-1%	4%	0%	-8%	0%	3%	-20%	i
Cc1cc(NC(=O)COn2nnc3ccc(Cl)cc32)no1	-6	0%	-8%	16%	-1%	11%	18%	8%	i
Cn1c(CNc2ccccn2)c(C#N)c2ccccc21	0	-2%	2%	-22%	7%	-13%	-5%	-7%	i
CC(C)(CO)NCc1cc(Br)ccc1OCc1ccccc1	-66*	28%	-21%	?	?	-24%	-5%	-11%	i
C[C@@H]1CN([C@@H](C)CO)S(=O)(=O)c2ccc(-c3ccc(C#N)cc3)cc2O[C@@H]1CN(C)Cc1ccccn1	-28	nt	-18%	0%	nt	-18%	-2%	-17%	i
O=C(COC(=O)Cc1c(F)cccc1Cl)NNC(=O)c1ccccc1	2	1%	nt	5%	-3%	0%	13%	4%	i
O=C(Nc1cccc(S(=O)(=O)N2CCCCCC2)c1)C1CCN(C(=O)c2ccc(F)cc2)CC1	-4	16%	-11%	-3%	-2%	-11%	-17%	-17%	?
NC(=O)C1CCN(CCC(=O)Nc2ccc(Br)cc2)CC1	-2	-1%	nt	-4%	13%	-1%	0%	-1%	nt
Cc1ccc(S(=O)(=O)N2CCN(S(=O)(=O)N3CCCCC3)CC2)c(C)c1	14	24%	0%	9%	-1%	-9%	-7%	-1%	i
CCN(c1ccccc1)S(=O)(=O)c1ccc(C(=O)Nc2ncccc2C)cc1	10	-1%	-8%	-2%	-1%	-2%	7%	2%	i
CCC(C(=O)NC(C)(C)C)N(Cc1ccco1)C(=O)Cn1nnc(-c2ccc(F)cc2)n1 (stereo not given)	0	7%	nt	-16%	0%	-22%	-12%	-1%	i
COc1ccc(NC(=O)COc2cccnc2[N+](=O)[O-])cc1OC	15	0%	20%	23%	-2%	19%	24%	-35%	i
CCc1ccc(CN2CCC(n3nccc3NC(=O)c3cccc(F)c3)CC2)cc1	-25	?	-4%	-1%	-2%	1%	0%	-33%	i
O=C(/C=C/c1c(F)cccc1Cl)N1CCc2ccccc2C1	-63*	6%	57%[activator]	-9%	4%	-8%	0%	-8%	i
CC(=O)c1ccc(N(CC(=O)NC2CCCC2)C(=O)c2ccc(C)s2)cc1	-2	-9%	-1%	0%	-7%	1%	-1%	-11%	i
Cc1ccccc1-n1c(=O)cc(N2CCC3(CC2)OCCO3)[nH]c1=O	-3	3%	-14%	6%	-4%	5%	3%	16%	i
CCC[C@@H]1C[C@@]1(CCC)[C@@H](NP(=O)(c1ccccc1)c1ccccc1)c1ccc(C(=O)OC)cc1	-3	?	?	-5%	?	-3%	?	14µM*	?
CCOc1nc(S(=O)(=O)c2ccc(C)cc2)c(Cl)s1	-4	0%	2%	20%	-10%	-3%	-7%	-14%	i
Cc1ccc(C(=O)C(C)OC(=O)c2cc3cc([N+](=O)[O-])ccc3oc2=O)cc1 (stereo not given)	28	-6%	-29%	11µM*	0%	-15%	-1%	-41%	?
O=C(Nc1cccc(C(F)(F)F)c1)c1cc2c(s1)-c1ccccc1OC2	-13	?	-11%	-1%	-2%	?	-1%	-8%	i
CCNc1nc(OC)nc(SCC(=O)Nc2ccccc2)n1	26	7%	nt	-13%	8%	-4%	?	4%	i
O=C1OC(c2ccc(Cl)cc2)=N/C1=C\c1cccnc1	-4	-1%	-7%	20%	1%	18%	5%	9%	i
CCOC(=O)C1CCCN(C(=O)CSCc2ccccc2)C1 (stereo not given)	12	10%	26%	3%	-5%	5%	4%	-18%	i
CC1CCCCC1NC(=O)C1CC(=O)N(Cc2ccccc2)C1 (stereo not given)	34	0%	5%	10%	-1%	8%	9%	3%	i
COc1cccc(CNC(=O)Cn2c(=O)n3nc(-c4cccc(F)c4)nc3c3ccccc32)c1	nt	nt	2%	nt	nt	nt	10%	14%	i
COc1ccc2sc3c(=O)[nH]c4ccccc4c3c2c1	12	?	?	-15%	5%	-22%	?	-18%	i
Cc1nn(-c2ccccc2)c(C)c1/C=C/C(=O)OC(C)C(=O)Nc1ncc(Cl)cc1Cl (stereo not given)	0	9%	-35%	3%	-7%	10%	1%	1%	i
Cc1cccc(C)c1NC(=O)C1CCN(C(=O)c2cccs2)CC1	-14	-1%	8%	0%	2%	21%	-6%	4%	i
Cc1ccc(S(=O)(=O)N2CCOCC2)cc1NC(=O)COC(=O)Cc1ccc(Cl)cc1	-7	-6%	3%	22%	-4%	16%	0%	8%	i
NS(=O)(=O)c1ccc(CCNC(=O)COC(=O)/C=C/c2ccc(Cl)cc2)cc1	15	11%	nt	7%	0%	0%	-22%	-2%	i
C=CC[C@@H](CC(=O)NCCO)C(=O)NC[C@@H](OC(=O)[C@H](CC=C)CC(=O)OC(C)(C)C)c1ccccc1	0	3%	11%	4%	-2%	9%	-5%	-6%	i
CC(O)CO (stereo not given)	3	0%&0%	1%	4%	8%&-4%	1%	0%	8%	i
Clc1ccc2c(c1)NC(c1ccncc1)=NC(c1cccs1)=N2	nt	nt	10%	nt	nt	nt	10%	-11%	i
Cc1ccc(NCc2nnc(SCC(=O)N3CCc4ccccc43)n2C)cc1	13	17%	-12%	0%	-3%	-1%	-3%	-29%	?
COCCCNCCCOc1ccc(C)cc1Br	-20	12%	-13%	-16%	0%	-12%	4%	-5%	i
Cc1c(NC(=O)c2cc(-c3ccc(Cl)c(Cl)c3)on2)c(=O)n(-c2ccccc2)n1C	-13	-3%	-16%&7%	-2%	-5%	-10%	-3%&1%	17%&11%	i
Cc1ccc(NS(=O)(=O)c2ccc(-c3cnc(C4CC4)o3)cc2)c(C)c1	35	0.73µM*	nt	0.82µM*	9.2µM*	?	2.1µM*	-68%	?
CCOCC(O)CSCc1ccc(Cl)cc1 (stereo not given)	-16	5%	nt	2%	-9%	?	10%	-11%	nt
Cc1ccc(S(=O)(=O)N2CCCCC2)cc1NC(=O)Cn1cnnn1	-10	?	nt	-3%	-12%	0%	-5%	-6%	i
CCOC(=O)Cc1ccc(NC(=O)c2ccccc2Br)cc1	-28	-3%	nt	3%	-9%	-1%	0%	1%	i
CCC(=O)N1CCN(c2ccc(Cl)cc2NC(=O)c2ccc([N+](=O)[O-])o2)CC1	3	?	?	?	9.2µM*	?	-26%	-14%	i
CC(/C=N/n1c(C2CCCCC2)n[nH]c1=S)=C\c1ccccc1	?	21µM*	-35%	-18%	?	-17%	-8%	-96%	?
c1ccc(CCc2cc3ccccc3[nH]2)cc1	-11	12%	-2%	12%	-1%	?	21%	-26%	?
CCCS(=O)(=O)NC(=O)C1(C)CCCN(C(=O)c2ccc3snnc3c2)C1 (stereo not given)	25	nt	4%	7%	nt	28%	0%	11%	i
O=C(NCc1cccnc1)c1cc(C2CCCCN2S(=O)(=O)Cc2ccccc2)on1 (stereo not given)	-19	nt	-6%	1%	nt	11%	-8%	-5%	i
CC(C)c1cccc(-c2csc(C(O)c3cccc(Cl)c3)n2)c1 (stereo not given)	10	nt	0%	?	nt	?	0%	-101%	?
Cc1cnc(NC(=O)CSc2nnc(Cc3ccccc3)n2C)s1	19	2%	-3%	6%	-5%	4%	2%	4%	i

Entries listed so far printed as active in SW480 rereplic:
structure | IL-1B inflam inh | SW480 rereplic
Cc1ccc(NS(=O)(=O)c2ccc(-c3cnc(C4CC4)o3)cc2)c(C)c1 | 35 | 9.2µM*
CCC(=O)N1CCN(c2ccc(Cl)cc2NC(=O)c2ccc([N+](=O)[O-])o2)CC1 | 3 | 9.2µM*
